From PubChem BioAssay
NCI-60 one-dose screen, 48 h, at 10 µM unless noted. Numbers give growth in % (100 = growth as untreated, 0 = no growth, -100 = all killed).
HS 578T – HS 578T breast cancer | 78,000 tested, 4.1% active | AID 1794788
K-562 – K-562 leukemia | 78,000 tested, 7.4% active
MDA-MB-231 – MDA-MB-231 breast cancer; 81,000 tested, 5% active; AID 1794789
BT-549 – BT-549 breast cancer. 78,000 tested, 4.4% active. AID 1794793
SR – SR leukemia cells; 73,000 tested, 8.7% active
MCF7 – MCF7 breast cancer; 82,000 tested, 6.3% active
T-47D – T-47D breast cancer; 79,000 tested, 5% active
MDA-MB-468 – MDA-MB-468 breast cancer; 78,000 tested, 8.5% active; AID 2202374
Active calls of the source: *; . = no result given; & = joins results of further samples. Rule for the calls: active = growth percent below 10; inactive = the rest. This is a subset (hit frequency here may not be typical).

#	SMILES	HS 578T	K-562	MDA-MB-231	BT-549
1	CC(C)(C)c1ccc(OP(=O)(Oc2ccccc2)Oc2ccc(C(C)(C)C)cc2)cc1	103.0	74.5	96.1	115.4
2	C=C(C)C1(CCCC)C(=O)NC(=S)NC1=O	112.1&103.1	96.4&90.3	103.7&109.0	111.7&123.2
3	CCSP(=S)(SC)SCC	82.2	106.7	93.6	105.0
4	Nc1cc2ccccc2cc1O	97.9	99.7	84.6	99.9
5	CCN=C=S	104.8	97.0	102.1	111.5
6	CCCCNP(=O)(N1CC1)N1CC1	.	110.8	108.3	95.9
7	ClC1CCCCC1Cl (stereo not given)	109.3	107.7	118.7	117.2
8	O=C(CBr)c1c[nH]c(=O)[nH]c1=O	114.3	103.4	109.8	98.0
9	O=c1oc2cc(Br)ccc2n1SC(Cl)(Cl)Cl	105.4	99.1	114.6	97.8
10	CC[N+](C)(CC)CCOC(=O)C(O)(c1ccccc1)c1ccccc1	103.8	105.6	101.6	105.3
11	Cc1ccc(S(=O)(=O)n2cc(C=C3C(=O)NC(=O)NC3=O)c3ccccc32)cc1	85.7	102.0	96.1	.
12	COP(=O)(CC(F)(F)C(F)(F)F)OC	75.3	10.9	65.1	37.3

#	SR	MCF7	T-47D	MDA-MB-468
1	96.6	90.7	87.4	.
2	100.8&99.3	96.5&95.8	111.0&97.5	103.3&76.8
3	112.9	99.7	92.6	112.4
4	93.1	77.0	91.4	99.3
5	106.4	93.4	102.8	102.3
6	61.6	93.0	104.0	99.8
7	113.4	94.6	97.6	124.1
8	83.1	102.5	98.7	100.3
9	98.5	91.8	98.7	106.7
10	.	101.4	96.4	105.1
11	94.5	87.3	87.6	94.6
12	5.4*	3.9*	13.2	-53.6*

The list continues:
#	SMILES	HS 578T	K-562	MDA-MB-231	BT-549
13	CCCCOP(=S)(N1CC1)N1CC1	98.0	113.2	110.3	109.4
14	CCOc1ccc(Cc2nc3cc(C(=O)N(CC)CC)ccc3n2CC2CCCCC2)cc1	76.4	81.4	97.5	81.3
15	CN(C)CCCN1CC2CCCCC2C1 (stereo not given)	105.0	102.6	105.9	117.9
16	CN(C)CCc1ccccc1	105.9	98.0	102.8	102.6
17	O=[N+]([O-])c1cccc([As]=[As]c2cccc([N+](=O)[O-])c2)c1 (stereo not given)	6.7*	-21.7*	-91.8*	-97.7*
18	C[N+]12CN3CN(CN(C3)C1)C2	98.0	197.7	132.8	113.4
19	CC12CCC(=O)C=C1C(O)CC1C2CCC2(C)C(O)CCC12 (stereo not given)	104.2	105.0	114.2	116.6
20	O=C(O)c1cc([N+](=O)[O-])cc([N+](=O)[O-])c1	98.1	115.7	119.6	94.3
21	COC(=O)[C@@H](C)C[C@H](Cc1ccccc1)NC(=O)c1csc([C@@H](C[C@H](C(C)C)N(C)C(=O)[C@@H](NC(=O)CN(C)C)C2CC2)OC(C)=O)n1	32.3	9.1*	24.2	-21.1*
22	CS/C(N)=N\N=C(/CF)C(=O)O	121.5	108.3	96.7	118.1
23	O=C1NC(=S)NC(=O)C1=Cc1cccc([N+](=O)[O-])c1	101.7	121.3	102.1	.
24	C[C@]12CCc3nc(-c4ccc(C(F)(F)F)cc4)sc3C1=CC[C@@H]1[C@@H]2CC[C@]2(C)C(=O)CC[C@@H]12	78.3	89.1	117.2	100.0

#	SR	MCF7	T-47D	MDA-MB-468
13	95.2	95.5	111.4	109.3
14	91.6	89.8	88.4	92.0
15	94.8	92.7	89.8	101.5
16	80.7	95.3	94.8	93.4
17	-32.0*	-53.6*	-58.3*	-78.5*
18	138.4	97.3	93.0	119.4
19	105.9	97.1	112.2	103.6
20	120.3	93.8	.	102.9
21	3.7*	17.7	72.8	-0.2*
22	109.5	96.3	101.7	105.9
23	101.8	99.4	113.4	107.9
24	105.4	87.6	73.5	102.8

Two entries from above, field by field:
9) O=c1oc2cc(Br)ccc2n1SC(Cl)(Cl)Cl
  HS 578T = 105.4; K-562 = 99.1; MDA-MB-231 = 114.6; BT-549 = 97.8; SR = 98.5; MCF7 = 91.8; T-47D = 98.7; MDA-MB-468 = 106.7
10) CC[N+](C)(CC)CCOC(=O)C(O)(c1ccccc1)c1ccccc1
  HS 578T = 103.8; K-562 = 105.6; MDA-MB-231 = 101.6; BT-549 = 105.3; SR = .; MCF7 = 101.4; T-47D = 96.4; MDA-MB-468 = 105.1

Complete entries from above. Order of screens: HS 578T	K-562	MDA-MB-231	BT-549	SR	MCF7	T-47D	MDA-MB-468
CCCCOP(=S)(N1CC1)N1CC1 is listed with 98.0	113.2	110.3	109.4	95.2	95.5	111.4	109.3
C[N+]12CN3CN(CN(C3)C1)C2 is listed with 98.0	197.7	132.8	113.4	138.4	97.3	93.0	119.4
C[C@]12CCc3nc(-c4ccc(C(F)(F)F)cc4)sc3C1=CC[C@@H]1[C@@H]2CC[C@]2(C)C(=O)CC[C@@H]12 is listed with 78.3	89.1	117.2	100.0	105.4	87.6	73.5	102.8
CCOc1ccc(Cc2nc3cc(C(=O)N(CC)CC)ccc3n2CC2CCCCC2)cc1 is listed with 76.4	81.4	97.5	81.3	91.6	89.8	88.4	92.0
O=C(O)c1cc([N+](=O)[O-])cc([N+](=O)[O-])c1 is listed with 98.1	115.7	119.6	94.3	120.3	93.8	.	102.9
